Source: PubChem (National Center for Advancing Translational Sciences (NCATS))
TrxR1 substrate: substrates of rat thioredoxin reductase 1; O89049; purified TrxR1 substrate turnover, NADPH consumption readout; Potency, µM (titrated, usually from 114 µM), without a hit: at the highest dose activity change, negative = substrate turnover; 0.01% of 390,000 active; AID 588456; further: potency means the concentration at half of the fitted maximal effect; on the % scale 0 is the no-effect control and ±100 the full control effect; nearly all actives have a fitted effect of over 50% in size
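Rat TrxR1, dispensed at 90 nM, was prereduced with 400 uM NADPH (final) for 5 min at ~22 deg C, then incubated with compound 15 min before 400 uM selenite. A first-read NADPH fluorescence drop versus no-compound background flagged substrates.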
PI4K2A inh: blocks human PI4K2A kinase activity. Q9BTU6. purified PI4K2A, ADP-Glo luminescence, 1 h; active compounds read low. activity change, negative = inhibition, % at 76.9 µM. 0.13% of 420,000 active; in the data active means activity change below about -50%; inconclusive means mostly about -30% to -49%;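 further: -100% = wells without enzyme as full effect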
Target sequence (Q9BTU6 whole entry, looked up): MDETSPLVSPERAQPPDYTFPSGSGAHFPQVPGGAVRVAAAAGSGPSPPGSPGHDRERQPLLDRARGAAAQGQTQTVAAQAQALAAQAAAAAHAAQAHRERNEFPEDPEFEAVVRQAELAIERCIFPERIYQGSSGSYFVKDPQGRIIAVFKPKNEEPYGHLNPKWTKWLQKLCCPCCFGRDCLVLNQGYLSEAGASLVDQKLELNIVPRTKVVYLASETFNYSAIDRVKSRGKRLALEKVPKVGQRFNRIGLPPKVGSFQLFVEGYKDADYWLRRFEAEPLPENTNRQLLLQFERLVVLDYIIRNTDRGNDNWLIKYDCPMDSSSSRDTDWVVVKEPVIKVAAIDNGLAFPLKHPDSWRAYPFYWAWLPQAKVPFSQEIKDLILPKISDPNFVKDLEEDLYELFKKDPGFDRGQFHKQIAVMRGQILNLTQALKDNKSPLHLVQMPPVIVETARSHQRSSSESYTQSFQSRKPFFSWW
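PI4K2A activity was measured by ADP-Glo luminescence: enzyme (4 ug/mL stock) and phosphatidylinositol (1.2 mM stock) in Tris pH 7.5/MgCl2/EGTA/Triton X-100 buffer were reacted with ATP (300 microM stock) for one hour at ambient temperature.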
D2 agonist: activates the human D2 dopamine receptor. activation, % at 2 µM. P14416. AID 485358. 0.53% of 340,000 active. HEK293 T-REx D2 cells, calcium flux agonist mode;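 active means activation over 3 SD above normal in the single-dose calcium agonist read, cut at about 30% in these data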; further: 0% is about no effect
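Agonism is scored from calcium flux in a force-coupled, inducible HEK293 cell line expressing D2, read kinetically for 180 s after compound addition against dopamine controls.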
TRHR ag: agonists of human TRH receptor; AID 493084; activation, % at 2 µM; 0.18% of 360,000 active; TRHR cells, calcium flux fluo-8, FDSS agonist mode; in the data active means activation above about 30%; further: 0% is about no effect
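Steps: seed TRHR cells overnight; add fluo-8 no-wash Ca dye, RT 30 min–1.5 h; record 10 s baseline; pin-transfer compounds; monitor fluorescence 1 cycle/s for the agonist window. Calcium increases flag candidate agonists.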
mIDH1 inhibitor: human IDH1 R132H inhibition; IDH1-R132H enzyme, NADPH consumption, diaphorase/resazurin fluorescence; O75874; 0.093% of 390,000 active; Potency, µM (highest dose often 76.6 µM), for the others: at the highest dose activity change, negative = inhibition, hits mostly inhibitors; further: potency means the concentration at half of the fitted maximal effect; on the % scale 0 is the no-effect control and ±100 the full control effect; nearly all actives have a fitted effect of over 65% in size
Target sequence (O75874 whole entry R132H, stated change not applied): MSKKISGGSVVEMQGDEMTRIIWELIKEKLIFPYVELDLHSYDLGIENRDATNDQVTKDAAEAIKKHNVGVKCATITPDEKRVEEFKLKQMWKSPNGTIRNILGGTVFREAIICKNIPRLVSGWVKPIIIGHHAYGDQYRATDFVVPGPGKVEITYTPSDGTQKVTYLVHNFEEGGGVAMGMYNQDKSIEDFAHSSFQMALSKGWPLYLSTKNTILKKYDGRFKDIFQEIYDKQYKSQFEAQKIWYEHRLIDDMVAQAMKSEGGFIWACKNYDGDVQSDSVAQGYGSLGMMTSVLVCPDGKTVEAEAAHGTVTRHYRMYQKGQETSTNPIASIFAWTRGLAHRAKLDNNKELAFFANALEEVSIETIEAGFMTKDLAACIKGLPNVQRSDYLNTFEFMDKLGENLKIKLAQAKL
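IDH1-R132H (0.5 ug/mL) preincubated 30 min with compound, then NADPH (0.016 mM) and alpha-KG (2 mM) added; 80 min at RT, pH 7.5. Remaining NADPH coupled via diaphorase/resazurin to fluorescence (540/590 nm); concentration-response curves normalized to no-enzyme control.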
D2 antag: D2 dopamine receptor (human) antagonism | AID 485344 | P14416 | 2% of 340,000 active | inhibition, % at 10 µM | HEK293 TREx D2 cells, calcium flux, dopamine EC80; in the data active means inhibition above about 30%; further: 0% is about no effect
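Compounds are added to dye-loaded, induced HEK293 T-REx cells coupled to calcium release via D2; after a 3 min kinetic read an EC80 dopamine stimulus is given and fluorescence is recorded for 3 more min.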
TrxR1 inh: rat TrxR1 inhibition; O89049; recombinant rTrxR1, NADPH fluorescence consumption, selenite substrate; AID 588453; Potency, µM (doses to about 114 µM), for the others: at the top dose activity change, negative = inhibition, actives largely listed as inhibitors; 1% of 390,000 active; further: potency means the concentration at half of the fitted maximal effect; on the % scale 0 is the no-effect control and ±100 the full control effect; nearly all actives have a fitted effect of over 65% in size
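Rat TrxR1 (90 nM in the dispensed reagent) was pre-reduced with 400 uM NADPH for 5 min at room temperature, then incubated with compound for 15 min. After 400 uM selenite was added, NADPH fluorescence (Ex 340/Em 450 nm) was followed for 8 min.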
TRHR enhancer: allosteric enhancers of human TRH receptor. P34981. TRHR cells, fluo-8 calcium fluorescence, EC20 TRH enhancement. enhancement, % at 2 µM. 0.66% of 360,000 active. AID 493056; in the data active means enhancement above about 30%; further: 0% is about no effect
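TRHR-expressing cells loaded with fluo-8 calcium dye were read kinetically (ex 480/em 530) during compound addition, then stimulated with an EC20 of TRH (10 nM final). Enhancement of the Gq-mediated intracellular calcium response was scored.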
USP1-UAF1 inh: USP1/UAF1 (human) deubiquitinase inhibition; O94782; recombinant USP1/UAF1, Ub-Rhodamine cleavage fluorescence; 0.23% of 390,000 active; AID 743255; Potency, µM (series often up to 57.1 µM), for inactives: top-dose activity change, negative = inhibition, hits mostly inhibitors; further: potency means the concentration at half of the fitted maximal effect; on the % scale 0 is the no-effect control and ±100 the full control effect; nearly all actives have a fitted effect of over 60% in size; inactives centre near -12
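High-throughput fluorogenic screen: 1nM USP1/UAF1 complex, Ub-Rho substrate 150nM final, 50mM HEPES pH 7.8 with 0.5mM EDTA, 0.1 mg/ml BSA, 1mM TCEP and 0.01% Tween-20.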
* = called active by the depositor; u = inconclusive; x = not tested or not shown; [ ] = another dose, or the depositor's remark. Unless noted, the call rests on the fitted dose curve; in most records, active means well fitted inhibition curve with a large enough effect; inconclusive means small, poorly fitted or top-dose-only effect; inactive means no such curve, though single readings can be large or run the other way. Hits appear at their usual frequency; 3.9% or so of the library scored in one or more.

#	mol	TRHR enhancer	mIDH1 inhibitor	TrxR1 inh	USP1-UAF1 inh	TrxR1 substrate
1	CCOc1ccccc1-c1noc(CSc2nnc(-c3ccccc3)n2-c2ccc(OC)cc2)n1	-2	0%	22%	-24%	6%
2	CC(C)Sc1nc(NCc2ccco2)c2c3c(sc2n1)COC(C)(C)C3	7	6%	u	-20%	39%[activator]
3	Cc1cc(C(=O)CSc2nn3c(=O)c(C(C)(C)C)nnc3s2)c(C)n1C	-2	-4%	-3%	-5%	6%[57.1 µM]
4	CCC(C)[C@@H]1NC(=O)N(CCCN2CCCC2=O)C1=O (some centres undefined)	0	2%	15%[57.1 µM]	-3%	9%[57.1 µM]
5	NC(=O)CSc1nc2cc3c(cc2c(=O)n1CCCCCC(=O)NCc1ccc2c(c1)OCO2)OCO3	16	3%	19%[57.1 µM]	u	3%[57.1 µM]
6	Cc1ccc(C)c(CSc2nc3ccncc3n2CC(=O)Nc2ccc(N(C)C)cc2)c1	3	-14%	12%	-18%	-2%
7	O=C(O)c1ccc2c(c1)C(=O)N(c1ncccn1)C2=O	-4	7%	42%[57.1 µM]	-2%	-13%
8	CCOC(=O)C1(C(=O)OCC)COC(=O)C2(CC)OC21 (centres undefined)	x	2%	13%[11.4 µM]	0%	13%[57.1 µM]
9	O=C(NCCOc1ccccc1)c1n[nH]c(=O)c2ccccc12	-4	12%	22%	0%	2%
10	CC1CC1C(=O)Nc1nc2ccc(Cl)cc2s1 (centres undefined)	x	-8%	19%	-22%	6%
11	O=C(NCC1CCCO1)c1ccc(Oc2ccc([N+](=O)[O-])cc2)cc1 (centres undefined)	-3	-1%	10%	-21%	-3%
12	COc1cccc(OCC(=O)NCC2CCCO2)c1 (centres undefined)	x	-9%	18%	-3%	-1%
13	CCOC(=O)C1CCCN(C(=O)CSc2nnc3nc(C)cc(C)n23)C1 (centres undefined)	x	-7%	2%	-1%	-4%
14	CCOc1ccc(NC(=O)c2ncn(-c3ccccc3)n2)cc1	-1	8%	7%	9%	17%
15	CC1CCc2sc(C(=O)Nc3nnc(SCc4ccc(F)cc4)s3)cc2C1 (centres undefined)	0	0%	-12%	1%	8%[57.1 µM]

#	D2 agonist	TRHR ag	D2 antag	PI4K2A inh
1	-0.3	-0.3	x	3
2	0.1	-0.6	15	-8
3	0.6	-0.4	-6	2
4	0.1	0.6	3	2
5	-0.1	-0.6	x	7
6	0.0	-0.3	x	0
7	1.0	-0.3	-1	-4
8	x	x	x	3
9	1.2	0.6	30	-14
10	x	x	x	-9
11	0.2	-0.2	-15	-2
12	x	x	x	-3
13	x	x	x	-3
14	0.3	-0.8	x	0
15	0.0	0.1	1	-12

Grouped by structure, those above with two or more sulfur atoms (3)
#	mol	TRHR enhancer	mIDH1 inhibitor	TrxR1 inh	USP1-UAF1 inh	TrxR1 substrate
2	CC(C)Sc1nc(NCc2ccco2)c2c3c(sc2n1)COC(C)(C)C3	7	6%	u	-20%	39%[activator]
3	Cc1cc(C(=O)CSc2nn3c(=O)c(C(C)(C)C)nnc3s2)c(C)n1C	-2	-4%	-3%	-5%	6%[57.1 µM]
15	CC1CCc2sc(C(=O)Nc3nnc(SCc4ccc(F)cc4)s3)cc2C1 (centres undefined)	0	0%	-12%	1%	8%[57.1 µM]

#	D2 agonist	TRHR ag	D2 antag	PI4K2A inh
2	0.1	-0.6	15	-8
3	0.6	-0.4	-6	2
15	0.0	0.1	1	-12

Single records (already shown). Screens in order: TRHR enhancer	mIDH1 inhibitor	TrxR1 inh	USP1-UAF1 inh	TrxR1 substrate	D2 agonist	TRHR ag	D2 antag	PI4K2A inh
NC(=O)CSc1nc2cc3c(cc2c(=O)n1CCCCCC(=O)NCc1ccc2c(c1)OCO2)OCO3 as listed: 16	3%	19%[57.1 µM]	u	3%[57.1 µM]	-0.1	-0.6	x	7
O=C(O)c1ccc2c(c1)C(=O)N(c1ncccn1)C2=O as listed: -4	7%	42%[57.1 µM]	-2%	-13%	1.0	-0.3	-1	-4

Further records
#	mol	TRHR enhancer	mIDH1 inhibitor	TrxR1 inh	USP1-UAF1 inh	TrxR1 substrate
16	Cc1n[nH]c(=S)n(/N=C/c2cccc([N+](=O)[O-])c2)c1=O	1	15%	17%[57.1 µM]	-12%	3%[57.1 µM]
17	CCOc1ccc(NC(=O)COc2nsnc2N2CCOCC2)cc1	-1	0%	6%	-9%	-1%
18	CCc1ccccc1NC(=O)CNC(=O)CSC(=S)N1CCCC1	4	3%	4%	-3%	1%
19	C[C@H](Nc1ncnc2sc3c(c12)CCC3)C(=O)O	0	1%	-4%	-20%	-3%
20	CCNC(=O)c1ccccc1NC(=O)C1CC(=O)N(C(C)C)C1 (centres undefined)	-3	-3%	38%[activator]	-21%	7%
21	CCOC(=O)N(Cc1ccccc1)C1CC1	x	9%	3%	-2%	3%[57.1 µM]
22	CCOC(=O)Cn1ccc(NC(=O)COc2ccc(F)cc2F)n1	-2	4%	34%	-22%	10%
23	COc1ccc(C(=O)CSc2nnc(NC(=O)C3CC(=O)N(c4ccccc4)C3)s2)cc1 (centres undefined)	-1	-1%	-1%	-6%	-1%
24	Cc1cccc(CCNC(=O)CCc2c(C)nc3c(c(C)nn3-c3ccccc3)c2C)c1	7	-13%	5%	-10%	19%
25	Cc1c(NS(=O)(=O)c2cccs2)cccc1-c1nc2cccnc2s1	7	-7%	17%	-15%	-2%
26	CC(NC(=O)NC(=O)c1ccc(F)cc1)C1CC1 (centres undefined)	x	0%	-7%	-21%	-5%
27	CN(Cc1ccccc1)C(=O)c1nc2ccccn2c1CN1CCc2sccc2C1	-6	6%	16%[11.4 µM]	-24%	5%[11.4 µM]
28	Cc1ccc(-c2ccc(CCC(=O)O)n2CC2CCCO2)cc1 (centres undefined)	3	0%	-24%	-12%	88%[activator]

#	D2 agonist	TRHR ag	D2 antag	PI4K2A inh
16	-0.5	0.4	-10	4
17	-0.2	0.0	8	7
18	0.0	0.6	8	-21
19	0.6	-0.6	11	7
20	x	0.2	x	1
21	x	x	x	-3
22	0.3	0.3	13	-7
23	1.6	0.9	17	-4
24	0.3	1.0	x	6
25	0.1	-0.2	0	2
26	x	x	x	3
27	0.5	-0.7	-12	14
28	-0.1	0.8	-4	3

Part of the list above in order of count of non-hydrogen atoms, descending.
#	mol	TRHR enhancer	mIDH1 inhibitor	TrxR1 inh	USP1-UAF1 inh	TrxR1 substrate
24	Cc1cccc(CCNC(=O)CCc2c(C)nc3c(c(C)nn3-c3ccccc3)c2C)c1	7	-13%	5%	-10%	19%
27	CN(Cc1ccccc1)C(=O)c1nc2ccccn2c1CN1CCc2sccc2C1	-6	6%	16%[11.4 µM]	-24%	5%[11.4 µM]
20	CCNC(=O)c1ccccc1NC(=O)C1CC(=O)N(C(C)C)C1 (centres undefined)	-3	-3%	38%[activator]	-21%	7%

#	D2 agonist	TRHR ag	D2 antag	PI4K2A inh
24	0.3	1.0	x	6
27	0.5	-0.7	-12	14
20	x	0.2	x	1
